RECQ1 helicase: inhibitors of human RECQ1 DNA helicase | P46063 | RECQ1 DNA unwinding, red fluorescence kinetic read | Potency, µM (doses to about 57.3 µM), inactives show at the top dose activity, negative = inhibition, actives largely listed as inhibitors | 0.54% of 240,000 active;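 note: plate controls were vehicle for no effect and no enzyme for full effect; nearly all actives have a fitted effect of over 30% in size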
Target sequence (P46063 whole entry, looked up): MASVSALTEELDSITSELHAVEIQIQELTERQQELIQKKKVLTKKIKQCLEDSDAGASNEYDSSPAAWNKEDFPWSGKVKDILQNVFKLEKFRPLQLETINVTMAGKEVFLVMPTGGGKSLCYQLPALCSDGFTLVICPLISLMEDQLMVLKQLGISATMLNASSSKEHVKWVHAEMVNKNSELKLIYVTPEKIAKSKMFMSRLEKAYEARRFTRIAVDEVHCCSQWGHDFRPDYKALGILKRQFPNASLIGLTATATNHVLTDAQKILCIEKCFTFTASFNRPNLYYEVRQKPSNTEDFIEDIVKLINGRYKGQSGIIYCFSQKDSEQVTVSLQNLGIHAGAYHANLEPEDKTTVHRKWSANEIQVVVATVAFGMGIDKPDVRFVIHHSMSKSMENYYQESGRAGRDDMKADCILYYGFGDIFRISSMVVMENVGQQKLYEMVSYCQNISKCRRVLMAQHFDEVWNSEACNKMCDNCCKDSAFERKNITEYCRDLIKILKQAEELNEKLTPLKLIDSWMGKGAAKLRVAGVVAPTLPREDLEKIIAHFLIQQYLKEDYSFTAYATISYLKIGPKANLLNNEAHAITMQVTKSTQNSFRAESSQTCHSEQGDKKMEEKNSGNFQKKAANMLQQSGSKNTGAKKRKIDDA
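RECQ1T1 50 nM; forked duplex (20 bp + 30-nt ss tails) 200 nM, ATP 2 mM final; pH 8.0, 2 mM MgCl2, 2.5 ug/ml poly(dI-dC); 15 min compound preincubation; discontinuous kinetic read over 2 h at RT.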
Epigenetic derep: epigenetic control regulation, reporter derepression; Potency, µM (highest dose often 53.9 µM), for inactives: top-dose GFP activation, actives largely listed as activators; murine LDR cells, GFP reporter derepression, 30 h; 0.2% of 280,000 active; AID 1865; note: % of control where 0% means no effect; nearly all actives have a fitted effect of over 60% in size
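Readout is the number of GFP-expressing murine LDR cells, counted by cytometry following washing. Cells were treated with compound for 30 h at 37 C; the stably integrated CMV-GFP locus is normally silent.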
SMN2 splice enh: increases expression of the SMN2 splice variant; 2.8% of 210,000 active; AID 1458; Potency, µM (titrated, usually from 46.1 µM), without a hit: top-dose activity change, positive = activation, most hits filed as activators; HEK293 SMN2-luciferase splicing reporter, luminescence, 30-36 h; note: % of control where 0% means no effect; nearly all actives have a fitted effect of over 55% in size
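HEK293 cells carry an SMN2 minigene-luciferase reporter in which exon 7 inclusion puts luciferase in frame. Cells were seeded at 2000 cells/well, attached for 10-12 hours, then exposed to compounds for 30-36 hours at 37C before ONE-Glo luminescence.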
IMPase Li inh: membrane-permeable IMPase blocker, potentiated with lithium. Potency, µM (series often up to 59.4 µM), without a hit: top-dose activity, negative = IMPase inhibition, hits mostly inhibitors. 0.35% of 210,000 active. AID 1457. CHO-M1 cells, IP1 TR-FRET (IP-One), carbachol + lithium;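 note: IP1 builds up when IMPase is blocked and the TR-FRET signal falls; plate controls were basal vehicle for no effect and high inhibitor control for full effect; nearly all actives have a fitted effect of over 50% in size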
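Concentration–response in CHO-M1 cells, lithium-potentiated; 30 min at 37C. IP1 detected by competitive TR-FRET after 10 min lysis at RT. Hill-fitted AC50.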
NPSR antag: neuropeptide S receptor (human) antagonism, cAMP. CHO-NPSR cells, cAMP TR-FRET, antagonist mode. Q6W5P4. Potency, µM (highest dose often 38.3 µM), for inactives: top-dose activity change, negative = inhibition, hits mostly inhibitors. 1% of 220,000 active; note: % is set by controls: 0 for no effect and ±100 for the full control effect; nearly all actives have a fitted effect of over 50% in size; many of its hits are not listed in these tables
Target sequence (Q6W5P4 whole entry, looked up): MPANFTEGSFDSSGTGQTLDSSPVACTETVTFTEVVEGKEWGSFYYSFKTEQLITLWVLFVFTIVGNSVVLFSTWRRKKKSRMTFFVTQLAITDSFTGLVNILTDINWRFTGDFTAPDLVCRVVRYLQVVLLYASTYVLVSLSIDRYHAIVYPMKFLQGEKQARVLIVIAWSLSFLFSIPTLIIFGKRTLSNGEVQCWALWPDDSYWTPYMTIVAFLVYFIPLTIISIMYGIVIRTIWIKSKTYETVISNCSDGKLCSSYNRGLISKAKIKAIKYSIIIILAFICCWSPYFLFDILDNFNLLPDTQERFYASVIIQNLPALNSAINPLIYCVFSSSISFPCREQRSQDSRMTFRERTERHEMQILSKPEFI
JMJD2E inh: blocks human JMJD2E demethylase activity | JMJD2E catalytic domain, FDH-coupled NADH fluorescence (FDH is formaldehyde dehydrogenase) | AID 2147 | 1.6% of 230,000 active | Potency, µM (titrated, usually from 57.1 µM), for inactives: top-dose activity change, negative = inhibition, hits mostly inhibitors | B2RXH2; active = well fitted inhibition curve with a large enough effect, not every such curve was filed as active; inconclusive = small, poorly fitted or top-dose-only effect, or another doubt; inactive = no such curve, though single readings can be large or run the other way;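 note: 0% = wells with enzyme and -100% = buffer wells without enzyme; nearly all actives have a fitted effect of over 50% in size; many of its hits are not listed in these tables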
RGS12 GoLoco inh: blocks human Gai1 binding to RGS12 GoLoco peptide, red readout | Potency, µM (titrated, usually from 61.6 µM), for the others: top-dose activity, negative = inhibition, usual class: inhibitors | 0.44% of 230,000 active | P63096 | Gai1:RGS12 GoLoco peptide FP, rhodamine, 10 min; active = well fitted inhibition curve with a large enough effect, not every such curve was filed as active; inactive = no such curve, though single readings can be large or run the other way; note: % is set by controls: 0 for no effect and ±100 for the full control effect; nearly all actives have a fitted effect of over 30% in size; many of its hits are not listed in these tables
KinaseGlo FLuc: counter-screen: inhibitors of Kinase-Glo firefly luciferase | Q27757 | Kinase-Glo luciferase, ATP luminescence, 8 min | Potency, µM (highest dose often 38.3 µM), inactives show at the highest dose activity change, negative = inhibition, actives largely listed as inhibitors | 0.28% of 200,000 active | AID 1379; note: % is set by controls: 0 for no effect and ±100 for the full control effect; nearly all actives have a fitted effect of over 60% in size
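Substrate mix (final 50 mM imidazole pH 7.2, 50 mM KCl, 7 mM MgCl2, 10 uM ATP, 0.01% Tween 20, 0.05% BSA) plus pin-tool compound, then Kinase-Glo detection mix; 8 min ambient, luminescence read.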
* = called active by the depositor; i = inactive; ? = inconclusive; / = no result given; [ ] = dose if it differs, or a comment. Unless noted, calls come from the whole dose curve; as a rule, active = well fitted curve in the direction sought with a large enough effect; inconclusive = small, poorly fitted or top-dose-only effect, or another doubt; inactive = no such curve, though single readings can be large; an effect the other way counts as inactive or inconclusive. Potency is the fitted concentration of half-maximal effect.

SMILES | RECQ1 helicase | Epigenetic derep | SMN2 splice enh | IMPase Li inh | NPSR antag | JMJD2E inh | RGS12 GoLoco inh | KinaseGlo FLuc
CCOC(=O)CSc1nnc(-c2ccc(OC)cc2)n1CC | 0% | -7.5% | 2% | -1%[38.3 µM] | -16%[46.1 µM] | 6% | 4% | -1%
CCOC(=O)Cc1c(C)nc(SC)[nH]c1=O | 21% | -2.1% | 2% | -2% | 4% | ? | 4% | 0%
Cc1ccc(CN2CCN(Cc3ccncc3)CC2CCO)o1 (stereo unspecified) | i | -4.1% | / | / | -7% | ? | -3% | /
COc1ccc(CN2CC(C(=O)NCCC(C)C)CC2=O)cc1 (stereo unspecified) | i | 0.2% | -4% | -4% | 14% | -10% | -13% | 3%
O=C(N/C(=C/c1ccco1)C(=O)N1CCCC1)c1cccs1 | i | -2.2% | 3% | 10%[38.3 µM] | -1%[46.1 µM] | -20% | 12% | 0%
C=C(C)Cn1c(SCCN2CCOCC2)nc2c1c(=O)[nH]c(=O)n2C | 2% | 12% | -4% | -1% | -3%[46.1 µM] | 3% | 4% | -1%
CCCn1nnc(NC(=O)c2ccc(Br)o2)n1 | -6% | 1.8% | ? | 18%[38.3 µM] | 1%[46.1 µM] | -6% | -1% | -4%
CN(c1cccc(NS(=O)(=O)c2ccccc2)c1)S(C)(=O)=O | -4% | 3.9% | / | -10% | -23% | 0% | -4% | 2%
O=C(COC(=O)c1cc[n+]([O-])cc1)NCC12CC3CC(CC(C3)C1)C2 | -5% | 1.7% | 6% | 16%[38.3 µM] | -3%[46.1 µM] | 0% | 11% | -2%
CC(=O)OC12CC3CC(C1)C(=NO)C(C3)C2 | i | -9.5% | 10% | 24%[38.3 µM] | -4%[46.1 µM] | 10% | 1% | -2%
CCOC(=O)N1CCC(n2c(SCC(=O)c3ccccc3)nc3ccsc3c2=O)CC1 | 17% | -2.0% | -44%[inhibitor] | -7%[38.3 µM] | -4%[46.1 µM] | -3% | -10% | 4%
COc1ccccc1CNC(=O)CCCNS(=O)(=O)c1cccc2nsnc12 | -11% | 0.0% | -4% | 8%[38.3 µM] | -7%[46.1 µM] | -3% | 6% | 0%
Cc1ccccc1-n1nc(-c2ccc(N)cc2)cc1N | -7% | 2.6% | 9% | 4% | -3%[46.1 µM] | -18% | -2% | 4%
CC[C@H]1C2=C3C(CC[C@H]4C(OC)OC[C@](C)([C@@H]34)N(C(=O)OC(C)(C)C)C2)C(CO)C1CO (stereo partly specified) | 3% | 0.7% | -7% | -13% | / | -28% | 4% | 0%
COc1ccc(CCNC(=O)c2oc3ccc(S(=O)(=O)N4CCOCC4)cc3c2C)cc1OC | 0% | 0.8% | -2% | -1%[38.3 µM] | -18%[46.1 µM] | 5% | -8% | -3%
COC(=O)[C@@]1(Cc2ccc(F)cc2)[C@H]2c3cc(C(=O)N4CCCC4)n(Cc4ccc(Cl)c(C(F)(F)F)c4)c3C[C@H]2CN1C(=O)c1ccccc1 | -3% | 2.3% | -34%[inhibitor] | 4% | / | -3% | 21% | -1%
Cc1ccc(-c2ccc(=O)n(CC(=O)NCCN3C(C)CCCC3C)n2)cc1 (stereo unspecified) | 4% | -1.1% | -16% | 4%[38.3 µM] | 4%[46.1 µM] | ? | 7% | -2%
COc1ccc(N2C(=O)/C(=C3/C=CC=CN3C)SC2=S)cc1 | -11% | 0.0% | 14% | 7% | -5% | -3% | 5% | 1%
CC(NS(=O)(=O)c1ccc(Br)cc1)C(=O)NCCc1ccccc1 (stereo unspecified) | -7% | 3.4% | / | / | -9%[46.1 µM] | -3% | / | /
c1ccc(CCNc2ncnc3c2nnn3Cc2ccccc2)cc1 | -4% | -0.9% | -10% | -1% | ? | 4% | -2% | 2%
CC(=O)c1ccc(NC(=O)CSc2nccn2CCc2ccccc2)cc1 | -5% | 1.1% | 15% | 31%[38.3 µM] | -20%[46.1 µM] | 1% | 4% | -3%
Cc1cccc(-n2cnc(C(=O)N3CCN(C)CC3)c2)n1 | 25% | -1.9%[10.1 µM] | 24% | -6% | 11% | -4% | 7% | -1%
OCCCNc1nc(-c2ccc(Cl)cc2)nnc1-c1ccccc1 | -2% | -1.3% | 12% | 1% | -17% | 7% | 7% | -3%
CCc1ccccc1OCCCCN1CCCC1 | -2% | 0.0% | -6% | 12% | -4%[46.1 µM] | ? | -6% | 2%
CCOc1ccc2[nH]c(=O)c(CN(CCc3ccccc3)C(=O)N3CCCC3)cc2c1 | i | -0.6% | -14% | 12%[38.3 µM] | -13%[46.1 µM] | ? | -8% | -7%
C=CCn1c(-c2c[nH]c3ccccc23)n[nH]c1=S | -20% | -1.2% | 2% | -11%[38.3 µM] | 1%[7.67 µM] | ? | 14% | -5%
N#Cc1ccc(CN2CC3(CCN(C(=O)c4cnccn4)CC3)C2)cc1 | -6% | / | 0% | 23% | / | / | 6% | -1%
Cc1ccn2cc(-c3cccc(NC(=O)c4cccs4)c3)nc2c1 | -5% | -3.5% | ? | 16% | -12% | -4% | 4% | -5%
CN(CC(=O)O)S(=O)(=O)c1cccs1 | -1% | -6.5% | 7% | -15%[38.3 µM] | -8%[46.1 µM] | -8% | -4% | -1%
CN(C)CCCCNCCCNC(=O)/C=N\O | -15% | -1.1% | 19% | 24%[38.3 µM] | -1%[46.1 µM] | 2% | i | -2%
CCCC12CN3CCN(CC(C3)/C1=N\NC(=O)c1ccc(C(C)(C)C)cc1)C2 | 10% | -1.0% | -15% | -3% | 10% | 14% | 2% | 0%
Cc1[nH]ncc1-c1ccccc1Cl | -5% | -1.0% | / | / | 11% | 1% | 9% | /
CCOC(=O)N1CCN(C(=O)c2ccc(N3CCCC3=O)cc2)CC1 | 3% | -0.9% | -12% | -8%[38.3 µM] | -4%[46.1 µM] | 0% | 4% | -1%
COC(=O)C1=C(C)NC(c2c(O)ccc3ccccc23)C(C(=O)OC)=C1C (stereo unspecified) | 0% | 6.4% | 11% | -7% | 6% | -9% | 3% | 1%
OC1(c2cccc(C(F)(F)F)c2)CCN(c2ncnc3c2[nH]c2ccccc23)CC1 | -2% | -1.1% | -8% | 0%[38.3 µM] | -2%[46.1 µM] | -6% | 3% | -2%
NCc1ccc(C(=O)O)cc1 | / | / | -10%[9.22 µM] | -3% | / | / | 2%[14.2 µM] | -2%[7.66 µM]
COc1cc(C2NC(=O)C(C#N)=C(S)N2c2ccccc2)ccc1OC(C)C (stereo unspecified) | 0% | 1.7% | 1% | 12% | -10%[46.1 µM] | -13% | 2% | 3%
O=C(CCCOc1ccccc1)N1CCc2ccccc2C1 | -15% | 0.0% | 13µM* | 10%[38.3 µM] | -15%[46.1 µM] | -1% | 0% | 0%
Cc1noc(C)c1C(=O)N(C)Cc1ccccc1 | -9% | 1.5% | / | / | -14% | 11% | 12% | /
C/C(=C\C(=O)c1ccc(C)cc1)Nc1ccc(N2CCOCC2)cc1 | i | 0.0% | 9% | -16%[38.3 µM] | -2%[46.1 µM] | 8% | -8% | -2%
O=C(CSc1nc2ccccc2c(=O)[nH]1)c1ccccc1 | 6% | 0.0% | -11% | ? | -8%[46.1 µM] | 4% | -2% | 5%
O=C(NC12CC3CC(CC(C3)C1)C2)N1CC2Cc3cccc(=O)n3C(C2)C1 (stereo unspecified) | -2% | -1.8% | -19% | -1%[38.3 µM] | 4%[46.1 µM] | -3% | 5% | -4%
Cc1cc(NCC2CCCO2)n2c(nc3ccccc32)c1C#N (stereo unspecified) | -6% | 0.0% | -16% | -19%[38.3 µM] | ? | ? | 14% | -8%
Cn1nnc2c(N3CCCCC3)nccc21 | i | -0.7% | -10% | -4%[38.3 µM] | 2%[46.1 µM] | ? | 4% | 0%
O=C(CSc1ccc(F)cc1)Nc1ccc(C2SCCS2)cc1 | -12% | -0.3% | / | / | -1%[7.67 µM] | 5% | 4% | /
O=C1C=C(Nc2ccccc2)c2ccccc2C1=O | i | -2.2% | -103%[inhibitor] | 24% | 10µM* | -25% | 8% | -13%
Cc1ccc([N+](=O)[O-])cc1-c1ccc(/C=C(\C#N)c2[nH]nc(N)c2C#N)o1 | 32µM* | 0.0% | 23% | 5% | -13% | 6% | 4% | 1%
NC(=O)c1cccn1Cc1ccccc1Cl | i | -0.9% | -5% | -15%[38.3 µM] | 8%[46.1 µM] | 12% | 4% | -1%
NC1=NC(=O)S/C1=C\c1ccc(F)cc1 | i | -2.7% | 8% | -4% | -10% | -20% | 5% | -2%
Cn1nc(C(F)(F)F)c2cc(C(=O)N3CCOCC3)sc21 | -9% | 1.3% | 21% | 6% | 6% | -1% | 6% | -1%

The results go on.
SMILES | RECQ1 helicase | Epigenetic derep | SMN2 splice enh | IMPase Li inh | NPSR antag | JMJD2E inh | RGS12 GoLoco inh | KinaseGlo FLuc
Cc1nc2ccc(NC(=O)Cn3cnc4c3c(=O)n(C)c(=O)n4C)cc2s1 | -2% | 0.7% | -8% | -3%[38.3 µM] | 2%[46.1 µM] | 5% | 1% | -2%
NS(=O)(=O)c1ccc(CCNC(=O)COC(=O)CC(c2ccccc2)c2ccccc2)cc1 | i | -1.3% | -35%[inhibitor] | 15% | -21% | 1% | 8% | 2%
CC(C)NC(=O)c1c(O)c2ccccc2[nH]c1=O | i | -1.0% | -33%[inhibitor] | 13%[38.3 µM] | -5%[46.1 µM] | ? | 1% | 2%
C(=N\N1CCN(Cc2ccccc2)CC1)/c1ccccc1 | -3% | 0.0% | / | / | 2% | 1% | -8% | /
COC(=O)Cc1ccc(NC(=S)NCc2cccc(OC)c2)cc1 | i | -0.7%[10.1 µM] | -37%[inhibitor] | 1% | -4% | 2% | 10% | 1%
COc1ccc(NC(C)=O)cc1NC(=O)CN1CCN(CC(=O)Nc2ccccc2Cl)CC1 | -1% | 1.9% | -23% | 11%[38.3 µM] | 0%[46.1 µM] | 1% | 7% | -3%
CCn1cc(CNC(=S)Nc2cccc3ccccc23)cn1 | i | -1.5% | 10% | 2% | -3% | ? | 13% | 1%
O=C(C1CC(c2ccccc2O)=NO1)N1CCc2ccccc2C1 (stereo unspecified) | -14% | -2.4% | 19% | -12%[38.3 µM] | -18%[46.1 µM] | 1% | 2% | 1%

Screens: PubChem BioAssay, National Center for Advancing Translational Sciences (NCATS)

A portion of the library; the hit share may differ from the screen's.
